# Assay outcomes deposited in PubChem BioAssay by several laboratories.
# VLA-4 inh: inhibition in human VLA-4 binding assay, primary screen, VLA-4 allosteric modulator project, MLPCN library, flow cytometry, VLA-4 expressing cells; 330,000 tested, 0.2% active; ligand binding flow cytometry; Integrin alpha-4 (Homo sapiens), P13612; inhibition, % (about 7 µM as worked out from the volumes in the protocol); in the data active = inhibition above about 50%
# proCasp7 act: procaspase-7 activators, primary screen, counter-screen for procaspase-3 activator project, biochemical, absorbance, HTS, human. 330,000 tested, 0.093% active. AID 463210, 2010. activation, % at 8.5 µM. recombinant procaspase-7, Ac-DEVD-pNA absorbance 405 nm; D23A/D198A/D206A triple mutant, cannot self-cleave; scale: DMSO 0, 5 µM enzyme 100;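 active = percent activation above the screen-wide mean plus 3 SD, cut at about 25% in these data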
#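 Assay system: Uncleavable procaspase-7 mutant enzyme; Input: 2 µM procaspase-7 mutant as dispensed; Also added: DEVD-pNA substrate; Medium: Zinc-free HEPES pH 7.4 with 300 mM NaCl, 0.01% Triton X-100; Timing: 1 h compound preincubation, 2 h substrate cleavage, 25 °C; Measured by: Epi-absorbance of released pNA at 405 nm, two timepoints.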
# GRK2 aptamer HTS: compounds blocking aptamer binding on GRK2 – biochemical, human GRK2, bead flow cytometry, HTS, primary screen. FAM-aptamer displacement from GRK2. AID 488847, 2010. 330,000 tested, 0.59% active. Beta-adrenergic receptor kinase 1 (Homo sapiens), P25098. inhibition of aptamer binding, % at 10 µM;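 active = inhibition of aptamer binding above 40%, roughly 3 SD of noise, on plates passing a quality check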;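 note: median bead fluorescence of bound FAM aptamer so fluorescent compounds give negative values; no value below 0 was filed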
# GASC-1 inh: inhibitors of GASC-1 histone demethylase, primary screen, biochemical, fluorescence, DELFIA europium; Lysine-specific demethylase 4C (Homo sapiens), Q9H3R0; GST-JMJD2C(1-420) H3K9me3 demethylation; AID 2099, 2009; inhibition, % at 2.35 µM; 330,000 tested, 0.069% active;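 active = more than half of a compound's replicate wells show inhibition beyond 50%, single wells judged on their own value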;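 note: signal counts dimethyl H3K9 product captured on neutravidin plate; 0% = median of DMSO wells and 100% = 0.3 times that DMSO median; strong numbers were not always called active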
# PP1 inh: PP1-alpha phosphatase inhibitors, primary screen, counter-screen for PP5 inhibitor project, biochemical, fluorescence, OMFP substrate, single point; inhibition, % at 6.7 µM; purified PP1alpha; 320,000 tested, 0.9% active;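 active = inhibition above the mean inhibition of all tested compounds plus 3 SD, computed separately for each screening campaign, cut at about 15% in these data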
# Target sequence (P62136 whole entry, looked up): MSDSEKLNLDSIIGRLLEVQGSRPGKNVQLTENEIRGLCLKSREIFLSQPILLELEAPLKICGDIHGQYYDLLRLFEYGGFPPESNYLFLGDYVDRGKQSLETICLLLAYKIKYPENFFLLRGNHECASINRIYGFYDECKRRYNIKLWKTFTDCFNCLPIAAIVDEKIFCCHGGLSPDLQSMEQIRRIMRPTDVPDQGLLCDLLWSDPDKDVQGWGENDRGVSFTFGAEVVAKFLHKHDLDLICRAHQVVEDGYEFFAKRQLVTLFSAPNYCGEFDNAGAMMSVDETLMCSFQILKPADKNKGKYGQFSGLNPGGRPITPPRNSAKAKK
# HCV core dimer: inhibitors of HCV core protein dimerization, primary screen, biochemical, TR-FRET, high-throughput | AID 1899, 2009 | inhibition, % at 5 µM | TR-FRET GST/Flag-core106 dimerization, 1536-well | 300,000 tested, 0.33% active;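 active = inhibition above the mean of all tested compounds plus 3 SD, set per screening campaign, cut at about 45% in these data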
#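 Assay system: GST-tagged and Flag-tagged HCV core protein residues 1-106 / Times: compound-protein-antibody incubation 4 h at 22.5 °C / Signal: time-resolved FRET, ex 340 nm, em 617 and 671 nm / Evaluation: % inhibition based on acceptor/donor emission ratio / Benchmarks: wells lacking GST-core106 and wells with excess unlabelled core106 / Repeats: singlicate, one well per compound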
# CTSL1 counter: Fasciola hepatica cathepsin L1 inhibitors, primary screen, counter-screen for PFM18AAP inhibitor project, biochemical, QFRET, fluorogenic peptide substrate; recombinant F. hepatica cathepsin L1, Z-Leu-Arg-MCA fluorescence; inhibition, % at 5.96 µM; 300,000 tested, 0.49% active; AID 1906, 2009;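 active = inhibition above the mean of all tested compounds plus 3 SD, set per screening campaign, cut at about 17% in these data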;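 note: 0% = plate median of test compound wells and 100% = 1 µM Z-Phe-Ala-diazomethylketone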
# proCasp3 act: activators of human procaspase-3 D3A mutant, primary screen, biochemical, absorbance, PC-3 D3A mutant, single concentration; Caspase-3 (Homo sapiens), P42574; recombinant procaspase-3 D3A, Ac-DEVD-pNA absorbance 405 nm; activation, % at 8.5 µM; 330,000 tested, 0.11% active; AID 463141, 2010;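 active = activation above the mean of all tested compounds plus 3 SD, cut at about 21% in these data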;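 note: 0% = DMSO alone and 100% = DMSO wells spiked with extra 5 µM PC-3 D3A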
# Target sequence (P42574 whole entry D9A/D28A/D175A): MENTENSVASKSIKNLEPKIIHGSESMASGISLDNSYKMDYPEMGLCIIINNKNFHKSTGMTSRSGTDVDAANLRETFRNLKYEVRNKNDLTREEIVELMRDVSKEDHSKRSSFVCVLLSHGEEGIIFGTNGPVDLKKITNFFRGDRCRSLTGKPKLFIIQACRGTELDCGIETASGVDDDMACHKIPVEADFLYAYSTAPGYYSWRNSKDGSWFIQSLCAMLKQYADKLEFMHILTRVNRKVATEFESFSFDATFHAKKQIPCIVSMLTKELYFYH
#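 Technique: 405 nm absorbance of p-nitroaniline, reads at 0 and 120 min; Test system: Procaspase-3 D3A mutant; Incubation: 1 h enzyme-compound preincubation, then 2 h substrate reaction, 25 °C; Repeats: singlicate, each compound tested once; Benchmarks: low control DMSO wells, high control DMSO plus 5 µM PC-3 D3A.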
# PP5 primary: PP5 phosphatase inhibitors, primary screen, biochemical, fluorescence; 320,000 tested, 0.18% active; inhibition, % at 6.7 µM; purified PP5c, OMFP substrate fluorescence;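 active = inhibition above the campaign's mean inhibition across all tested compounds plus 3 SD, cut at about 9.5% in these data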;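 note: 0% = DMSO only and 100% = 100 µM cantharidin control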
# Target sequence (P53041 whole entry, looked up): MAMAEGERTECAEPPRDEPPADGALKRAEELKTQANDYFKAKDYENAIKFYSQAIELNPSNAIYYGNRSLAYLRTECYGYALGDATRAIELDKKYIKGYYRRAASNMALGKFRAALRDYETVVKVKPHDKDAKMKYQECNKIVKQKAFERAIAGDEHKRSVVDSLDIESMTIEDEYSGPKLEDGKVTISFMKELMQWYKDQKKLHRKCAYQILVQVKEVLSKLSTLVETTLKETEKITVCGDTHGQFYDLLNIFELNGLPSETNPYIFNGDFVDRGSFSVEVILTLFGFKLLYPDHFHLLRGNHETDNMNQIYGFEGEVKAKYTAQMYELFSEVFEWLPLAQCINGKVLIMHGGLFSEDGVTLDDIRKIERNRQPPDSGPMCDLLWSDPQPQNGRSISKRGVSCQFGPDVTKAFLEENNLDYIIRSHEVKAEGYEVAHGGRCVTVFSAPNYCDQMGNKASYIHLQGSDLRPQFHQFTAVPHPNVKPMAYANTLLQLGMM
# An asterisk follows results filed as active; i = inactive; · = not tested or not shown.
molecule,VLA-4 inh,proCasp7 act,GRK2 aptamer HTS,GASC-1 inh,PP1 inh,HCV core dimer,CTSL1 counter,proCasp3 act,PP5 primary
O=C(N/C(=C\c1ccco1)C(=O)N1CCCC1CO)c1ccccc1 (stereo not drawn),5.5,-9.2,2.0,11.4,-6.8,-2.2,2.9,4.4,0.0
O=C(NCC1CCCO1)c1nn2c(C(F)(F)F)cc(-c3cc(Br)cs3)nc2c1Br (stereo not drawn),1.5,-4.0,17.0,-4.3,-8.7,-23.3,2.2,-2.8,-3.3
CC(=O)c1cn(-c2ccc(Cl)cc2)c(=O)n(Cc2ccc(F)cc2)c1=O,1.1,1.3,1.0,21.4,1.5,-0.5,-3.1,-7.7,1.5
COc1ccc(/C=N/NC(=O)c2ccc(Cl)cc2)cc1Cn1cc(Cl)cn1,1.8,7.1,0.0,-4.6,0.3,6.2,-1.1,3.0,2.7
Cc1ccccc1-c1nc(CS(=O)(=O)CC(=O)N2CCc3ccccc3C2)c(C)o1,-3.0,4.8,8.0,-7.6,-7.8,2.7,-8.1,-9.0,5.0
C/C=C/c1ccc(OCC(O)CN(C)Cc2ccc(SC)cc2)c(OC)c1 (stereo not drawn),7.1,-2.6,0.0,-26.4,6.8,-1.3,2.0,-0.9,2.3
O=c1cc(O)nc[nH]1,8.8,-4.5,2.0,10.8,4.0,-1.9,1.2,0.8,-0.2
OCCN1CCOCCN(CCO)CCOCC1,-6.8,1.0,0.0,5.9,4.4,-8.9,-0.9,11.5,0.4
c1ccc(CN(Cc2cccs2)C(c2cccs2)c2nnnn2C2CCCC2)cc1 (stereo not drawn),5.0,-0.8,2.0,-9.4,6.2,2.4,-0.4,3.0,0.9
Cc1cc(C(=O)CSc2nc(N)cc(=O)[nH]2)c(C)n1CC1CCCO1 (stereo not drawn),7.6,-1.9,2.0,-5.7,·,·,·,0.2,·
CCC(C)C(NC(=O)OC(C)(C)C)C(=O)NC(C(=O)NC(C)C(N)=O)C(C)C (stereo not drawn),1.8,-2.9,1.0,-19.2,-1.6,-1.0,-1.9,1.3,-1.2
COCC(C)n1c(SCC(=O)NCCC2=CCCCC2)nc2ccccc2c1=O (stereo not drawn),-3.9,1.5,1.0,i,-0.3,4.9,2.4,4.6,1.8
O=C1CCc2cc(S(=O)(=O)Nc3ccc(F)cc3)cc3c2N1CC3,5.5,4.5,2.0,167.9,-8.6,0.3,-2.3,3.3,0.5
O=C1CNC(=O)/C(=C/c2ccco2)N1,1.8,-5.3,1.0,-2.1,-1.3,-1.6,0.9,-5.5,3.0
COc1ccc2c(c1)CCCN2C(N)=O,5.0,4.2,6.0,0.9,-1.1,-5.9,-2.4,6.5,1.8
COc1ccc(N2CCN(C(=O)c3ccc(Br)o3)CC2)cc1,6.6,1.2,0.0,-8.9,-2.9,2.3,-3.1,12.5,1.2
CSc1nncn1/N=C/c1ccccc1F,11.9,-12.4,1.0,1.0,-0.6,-1.7,1.0,2.8,-1.6
Cn1c(=O)c2c(nc(CN3CCN(C(=O)c4ccco4)CC3)n2Cc2cccc(Cl)c2)n(C)c1=O,1.9,1.5,0.0,10.6,-7.3,3.6,-2.0,2.4,-0.2
CC1(c2ccc([N+](=O)[O-])cc2)Nc2ccccc2S1 (stereo not drawn),10.1,-29.1,0.0,-12.0,0.7,4.6,2.6,-26.0,2.5
O=C(NCCc1c[nH]c2ccccc12)N[C@@H](Cc1ccccc1)C(=O)O,8.2,-2.4,0.0,0.7,-4.9,-3.8,-4.5,-0.3,1.3
Cn1c(=O)oc2cc(S(=O)(=O)N3CCCC(C(=O)Nc4nccs4)C3)ccc21 (stereo not drawn),42.9,12.7,0.0,14.7,-1.7,-1.5,-3.6,6.1,-0.5
COc1cc(CC(=O)OCC(=O)N2CC(=O)Nc3ccccc32)cc(OC)c1OC,-1.7,3.2,4.0,-13.5,-4.0,2.7,-0.3,6.3,-1.5
COc1ccc(CC(=O)N/N=C/c2ccc(-c3ccc(F)cc3)o2)cc1OC,17.5,5.2,0.0,-5.7,-0.4,-11.2,4.9,-1.5,1.4
O=C(Nc1ccc(CN2CCOCC2)cc1)c1ccc(Cl)cc1,4.8,7.1,4.0,-3.9,-1.2,2.8,-1.7,0.8,-1.1
COC(=O)c1cc(NS(=O)(=O)c2cccc(Cl)c2)ccc1N1CCOCC1,-18.9,5.7,0.0,2.7,-2.9,11.3,0.3,1.6,2.8
CCCCCCN=CC1=C(O)CC(C)(C)CC1=O,2.6,-6.2,3.0,14.3,0.9,-4.1,1.7,-1.2,-1.9
Nc1nc2ccc(Cc3ccncc3)cc2s1,5.0,-9.6,0.0,-17.2,-1.6,4.4,-0.5,3.8,0.0
O=C(CN1CCN(S(=O)(=O)N2CCCCC2)CC1)Nc1ccc(Cl)c(Cl)c1,5.8,6.6,2.0,-11.1,6.6,-8.8,3.3,0.5,4.7
N#CCCN(C(=O)CSc1ccc2c(c1)OCCO2)c1ccc(F)cc1,-3.1,-14.5,2.0,1.4,-4.3,-3.3,5.2,-12.2,-0.6
O=C(NCCNS(=O)(=O)c1ccccc1)N1CCOCC1,10.5,2.7,0.0,10.4,-0.5,-3.7,0.3,-5.1,2.8
CCOc1cccc2sc(N(CCN(C)C)C(=O)c3ccc4c(c3)OCCO4)nc12,-4.2,-3.6,0.0,-2.0,0.6,-12.1,-4.7,9.1,3.5
CCNC(=O)CCSc1nc2cc(Cl)ccc2o1,-6.1,7.7,0.0,6.5,-4.1,-1.7,0.0,-9.6,1.9
Cc1ccc(C)c(NC(=O)c2c(Cl)nc3ccccn23)c1,-45.9,-4.3,0.0,-2.2,-6.2,-11.0,2.7,2.3,3.2
COc1ccc(S(=O)(=O)N2CCC(C(=O)N[C@H](C(=O)NC3CCCC3)C(C)C)CC2)cc1,3.1,-4.5,0.0,2.3,0.6,-4.9,-8.0,3.9,2.2
CS(=O)(=O)Nc1nc2n(n1)C(c1ccccc1)CC(c1ccccc1)N2 (stereo not drawn),1.4,2.2,1.0,11.2,-1.6,-0.7,1.0,5.2,-0.2
CN(CC1CCCO1)S(=O)(=O)c1ccc(C(=O)Nc2nnc(-c3ccccc3)o2)cc1 (stereo not drawn),-9.3,-9.3,0.0,0.7,11.1,-0.7,-0.7,8.9,3.9
c1csc(-c2nn3c(Cn4cnc5ccccc54)nnc3s2)c1,-6.7,-9.6,0.0,6.8,-2.4,-2.5,-8.0,2.1,1.5
CSc1nnc2ccc(-c3ccc(C)cc3)nn12,25.5,2.8,4.0,-19.6,-2.9,3.5,0.7,-3.8,0.2
COc1cc(C(C)=O)ccc1OCC(=O)OCCCOC(=O)COc1ccc(C(C)=O)cc1OC,-4.8,8.7,7.0,25.8,-2.6,-1.0,-3.5,-5.4,2.4
COc1ccccc1C(=O)N/C(=C\c1cn(S(=O)(=O)N(C)C)c2ccccc12)C(=O)N1CCCCC1,3.3,0.8,0.0,6.4,1.9,19.8,2.4,6.9,-0.6
COc1c(C)cc(C(=O)C2CCCN(C(=O)c3ccc4[nH]ccc4c3)C2)cc1C (stereo not drawn),-0.4,-2.7,2.0,-9.9,1.8,1.0,-2.9,2.8,3.1
Cc1ccc(N2C(=O)CSC2c2cccnc2)c(Cl)c1 (stereo not drawn),35.4,-0.6,0.0,-38.1,-1.3,-1.6,-3.8,9.6,1.0
CCc1ccc(NC(=O)CCC(=O)c2ccccc2)cc1,-5.4,0.3,0.0,11.4,-1.2,0.7,2.7,-2.3,3.3
Cc1c(NC(=S)NC(=O)c2cc3ccccc3o2)c(=O)n(-c2ccccc2)n1C,28.3,6.8,0.0,0.2,0.8,-3.1,-1.5,-0.6,-0.2
Cc1oc(-c2cccc(Cl)c2)nc1CN1CCC(C(=O)N2CCN(c3ccccc3F)CC2)CC1,-14.4,14.1,0.0,5.4,8.0,-4.9,0.9,-0.1,4.2
CCCC1CCC(=NNS(=O)(=O)c2ccc(C)c([N+](=O)[O-])c2)CC1 (stereo not drawn),-35.3,5.0,1.0,1.9,-4.4,-3.5,-1.2,-1.9,1.2
Cc1nc2scc(C)n2c(=O)c1S(=O)(=O)NCc1ccccc1,18.1,2.6,2.0,-12.1,-2.5,-2.5,-0.2,0.6,-0.5
O=C(c1ccc2n[nH]nc2c1)N1CCN(c2ccc(C(F)(F)F)cn2)CC1,8.8,-6.6,0.0,0.7,-1.0,·,·,-3.0,0.4
CC(C)(C)c1ccc(OCCC(=O)NCC(c2cccs2)N2CCOCC2)cc1 (stereo not drawn),6.4,3.1,2.0,-8.0,-2.0,2.0,2.5,-5.8,1.3
C=CCc1c(C)nc2c(C)cccc2c1SC(=N)N,-0.5,-13.8,·,-2.9,-1.4,-2.2,13.7,-4.3,-1.2
O=C(O)c1ccc(N2C(=O)/C(=C/C=C/c3ccccc3)SC2=S)cc1,-1.9,-9.9,5.0,6.8,-0.2,7.6,1.1,-11.6,0.1
CCNS(=O)(=O)c1ccc(NC(=S)NCc2ccco2)cc1,1.3,5.3,1.0,-4.9,-4.5,4.0,-1.0,-11.2,1.1
CC(C)CC(NC=C1C(=O)OC(C)(C)OC1=O)C(=O)O (stereo not drawn),8.9,-2.2,1.0,-19.5,0.5,1.2,3.5,5.1,1.1
Cc1cccc(NS(=O)(=O)c2ccc3c(c2)NC(=O)CC(=O)N3)c1,-10.8,9.6,0.0,8.2,3.7,-4.6,-5.0,0.2,1.4
Cc1ccc(-c2nc3sc4c(c3c(=O)n2N)CCCC4)cc1,-4.9,5.3,2.0,-0.3,0.9,3.1,1.5,-0.8,0.8

# Exported as labelled records: entries from further up.
Cc1cccc(NS(=O)(=O)c2ccc3c(c2)NC(=O)CC(=O)N3)c1
- VLA-4 inh = -10.8
- proCasp7 act = 9.6
- GRK2 aptamer HTS = 0.0
- GASC-1 inh = 8.2
- PP1 inh = 3.7
- HCV core dimer = -4.6
- CTSL1 counter = -5.0
- proCasp3 act = 0.2
- PP5 primary = 1.4
Cc1ccc(-c2nc3sc4c(c3c(=O)n2N)CCCC4)cc1
- VLA-4 inh = -4.9
- proCasp7 act = 5.3
- GRK2 aptamer HTS = 2.0
- GASC-1 inh = -0.3
- PP1 inh = 0.9
- HCV core dimer = 3.1
- CTSL1 counter = 1.5
- proCasp3 act = -0.8
- PP5 primary = 0.8
